Assay outcomes deposited in PubChem BioAssay by Sanford-Burnham Center for Chemical Genomics.
Artemis endo inh = inhibitors of human Artemis endonuclease activity. Q96SD1. recombinant Artemis, quenched FAM hairpin cleavage fluorescence. inhibition, % at 10 µM. actives 0.78% (n = 30,000);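 active means at 10 µM dose, at least 30% inhibition, measured as corrected fluorescence normalized to stimulator and neutral control wells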
Target sequence (Q96SD1 whole entry, looked up): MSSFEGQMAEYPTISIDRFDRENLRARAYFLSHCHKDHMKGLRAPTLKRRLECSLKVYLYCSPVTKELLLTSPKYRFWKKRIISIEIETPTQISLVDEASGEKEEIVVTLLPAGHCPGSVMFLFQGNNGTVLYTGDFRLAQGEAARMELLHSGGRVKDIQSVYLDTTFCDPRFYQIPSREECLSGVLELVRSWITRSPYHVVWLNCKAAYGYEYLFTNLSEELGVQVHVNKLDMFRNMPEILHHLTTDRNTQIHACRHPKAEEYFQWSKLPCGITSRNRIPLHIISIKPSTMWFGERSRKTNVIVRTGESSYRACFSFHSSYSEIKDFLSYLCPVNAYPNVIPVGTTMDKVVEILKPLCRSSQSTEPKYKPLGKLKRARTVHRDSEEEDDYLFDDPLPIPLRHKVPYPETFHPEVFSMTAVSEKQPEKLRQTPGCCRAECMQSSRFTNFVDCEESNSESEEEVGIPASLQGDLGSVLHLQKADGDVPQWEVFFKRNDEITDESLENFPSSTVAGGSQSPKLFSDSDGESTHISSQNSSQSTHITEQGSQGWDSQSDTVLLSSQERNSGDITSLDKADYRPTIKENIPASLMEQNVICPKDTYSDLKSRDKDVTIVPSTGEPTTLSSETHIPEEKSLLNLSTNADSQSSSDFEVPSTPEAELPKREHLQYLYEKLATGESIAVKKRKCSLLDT
* hit, by the source's call. An excerpt. The share of hits here may be higher or lower than overall.

Screening CCn1c(COc2cccc(C)c2)nc2ccccc21 returned Artemis endo inh 21.3.
For Cc1cccc(-n2ncc3c(NCc4ccco4)ncnc32)c1 the results were Artemis endo inh 7.9.
`NC(=O)c1cc(Br)cc2c3c([nH]c12)CCCC3` gave Artemis endo inh 0.6.
Clc1ccc(C(c2nnnn2C2CCCC2)N2CCN(Cc3ccncc3)CC2)cc1 (stereo unspecified) was read as Artemis endo inh -2.4.
Screening COc1cccc(/C=N/N2C(=O)NC3(CCCCC3)C2=O)c1O returned Artemis endo inh -6.8.
For COc1ccc(CN2c3cc(S(=O)(=O)N4CCOCC4)ccc3N3CCCC32)cc1 (stereo unspecified) the results were Artemis endo inh -2.2.
For N=c1c2c(-c3ccccc3)c(-c3ccccc3)n(Cc3ccco3)c2ncn1CCO the results were Artemis endo inh 5.4.
Screening CCC(CC)c1nnc(NC(=O)c2nc3nc(C)cc(C)n3n2)s1 returned Artemis endo inh 4.0.
O=C(O)c1cccc2[nH]c(C(F)(F)F)nc12 was read as Artemis endo inh -1.2.
`N/C(Cc1ccc([N+](=O)[O-])cc1)=N\OC(=O)c1ccc([N+](=O)[O-])cc1` gave Artemis endo inh -5.9.
CCCC(=O)O[C@@H]1C[C@@H](C)N(C(=O)c2ccccc2)c2ccc(C)cc21 was read as Artemis endo inh 2.9.
CCOC(=O)C1=C(N)OC2=C(C(=O)CCC2)C1c1ccco1 (stereo unspecified) was read as Artemis endo inh 1.0.
CCc1ccccc1OCCCCN1CCCC1 was read as Artemis endo inh 5.2.
Screening COc1cc(C2NC(=O)C(C#N)=C(S)N2c2ccccc2)ccc1OC(C)C (stereo unspecified) returned Artemis endo inh 24.5.
For CC(=O)OC12CC3CC(C1)C(=NO)C(C3)C2 the results were Artemis endo inh -1.7.
`O=C(COC(=O)c1cc[n+]([O-])cc1)NCC12CC3CC(CC(C3)C1)C2` gave Artemis endo inh -4.0.
For Cc1ccccc1-n1nc(-c2ccc(N)cc2)cc1N the results were Artemis endo inh -13.9.
Screening CC(=O)c1ccc(NC(=O)CSc2nccn2CCc2ccccc2)cc1 returned Artemis endo inh 1.3.
For Cc1ccc(-c2nnc3c(C(F)(F)F)nc4ccccc4n23)cc1 the results were Artemis endo inh -4.0.
For CCc1cc2c(N3CCCCC3)ncnc2s1 the results were Artemis endo inh -4.0.
CCCn1nnc(NC(=O)c2ccc(Br)o2)n1 was read as Artemis endo inh 1.6.
`COc1ccc(OCCC(=O)OCC(=O)NC(=O)NC(C)C)cc1` gave Artemis endo inh -12.0.
For CCN(CC)c1cnn(C/C(=N\OC)c2ccc(Cl)cc2)c(=O)c1Br the results were Artemis endo inh 8.8.
Cc1cc(C)n(-c2ccc(C(=O)Nc3ccc4c(c3)OCCO4)cc2)n1 was read as Artemis endo inh -0.5.

Compounds from the list above with bromine, in the order listed:
`NC(=O)c1cc(Br)cc2c3c([nH]c12)CCCC3` gave Artemis endo inh 0.6.
CCCn1nnc(NC(=O)c2ccc(Br)o2)n1 was read as Artemis endo inh 1.6.
For CCN(CC)c1cnn(C/C(=N\OC)c2ccc(Cl)cc2)c(=O)c1Br the results were Artemis endo inh 8.8.

(cont.)
For COc1cc2nc(N(C)C)nc(N)c2cc1OC the results were Artemis endo inh -3.4.
Screening Cc1ccc(SCCC(=O)NCc2ccco2)cc1 returned Artemis endo inh -6.3.
For S=c1[nH]nc(CSc2nc3ccccc3s2)n1C1CCCCC1 the results were Artemis endo inh 21.4.
For CCn1c(=O)n(CC(=O)Nc2cc(OC)ccc2OC)c(=O)c2ccccc21 the results were Artemis endo inh 0.8.
For O=C(NCCCN1CCCCCC1)c1ccc(N2CCCC2=O)cc1 the results were Artemis endo inh 1.7.
Screening COc1ccc(NC(C)=O)cc1NC(=O)CN1CCN(CC(=O)Nc2ccccc2Cl)CC1 returned Artemis endo inh 1.6.
Screening CC1CCc2sc(C(=O)Nc3nnc(SCc4ccc(F)cc4)s3)cc2C1 (stereo unspecified) returned Artemis endo inh 9.4.
`Cn1nnc2c(N3CCCCC3)nccc21` gave Artemis endo inh 21.1.
Cc1cc(NCC2CCCO2)n2c(nc3ccccc32)c1C#N (stereo unspecified) was read as Artemis endo inh -2.0.
`O=Cc1c(N2CCN(c3cccc(Cl)c3)CC2)nc2ccccn2c1=O` gave Artemis endo inh 14.7.
`CC1CCc2cc(F)cc3c(O)c(C(=O)NCC4CCCO4)c(=O)n1c23` (stereo unspecified) gave Artemis endo inh 3.1.
Cn1c(SCC(=O)NC2CCCCCC2)nnc1-c1cccs1 was read as Artemis endo inh -1.8.
For O=C(Cc1c(C(=O)O)[nH]c2ccccc12)NCCN1CCN(c2cccc(Cl)c2)CC1 the results were Artemis endo inh 4.7.
For O=c1cc(C(F)(F)F)c2sc(N3CCCCC3)nc2[nH]1 the results were Artemis endo inh -1.4.
For Cc1ccc(OCCCNCCO)c(Br)c1 the results were Artemis endo inh -0.9.
For CC(C)(C)C(=O)NC(Nc1cccc2cccnc12)C(Cl)(Cl)Cl (stereo unspecified) the results were Artemis endo inh 2.0.
For CC1CCCCN1Cc1nc2c(c(=O)n(C)c(=O)n2C)n1CCCc1ccccc1 (stereo unspecified) the results were Artemis endo inh 15.0.
For CCOC(=O)c1cc(-c2ccccc2)n(CC(=O)N2CCCC2)c1C the results were Artemis endo inh 3.5.
Screening CC(=O)NC(Cc1c[nH]c2ccccc12)C(=O)Nc1ccc2c(c1)OCO2 (stereo unspecified) returned Artemis endo inh 1.4.
For CC(=O)Nc1ccccc1C(=O)N1CC(C)OC(C)C1 (stereo unspecified) the results were Artemis endo inh -4.2.
O=C(N/N=C/C(Cl)=C\c1ccccc1)c1cnccn1 was read as Artemis endo inh -9.5.
`CCCOc1ccc(-c2nc(C#N)c(N3CCN(CC)CC3)o2)cc1` gave Artemis endo inh -2.5.
CC(=N)C1=C(O)CC(C)(C)CC1=O was read as Artemis endo inh -10.8.
C/C=C/Cn1c(N2CCCCCC2)nc2c1c(=O)[nH]c(=O)n2C was read as Artemis endo inh -7.5.
CC(C)Oc1ccc(/C(O)=C2/C(=O)C(=O)N(Cc3cccnc3)C2c2ccco2)cc1 (stereo unspecified) was read as Artemis endo inh 2.1.
`Cc1c(CNC(=O)c2cnn3c2NC(c2ccc(Br)cc2)CC3C(F)(F)F)cnn1C` (stereo unspecified) gave Artemis endo inh -6.6.
Screening CC(C)(C)NC(=O)c1cccc(NC(=O)CSc2ccccc2)c1 returned Artemis endo inh 9.1.
Screening Cc1noc(C)c1COC(=O)C1(c2cccc(F)c2)CCCC1 returned Artemis endo inh -1.5.
Screening O=C(CCn1c(=O)c2ccccc2n(Cc2cccnc2)c1=O)NCc1ccc2c(c1)OCO2 returned Artemis endo inh -5.5.
CCCC(=O)Oc1ccccc1C1SCc2cc(C)c(C)cc2CS1 was read as Artemis endo inh -1.8.
Screening O=C1CCCC2=C1C(c1ccncc1)c1c(nc(SCc3ccccc3Cl)[nH]c1=O)N2 (stereo unspecified) returned Artemis endo inh 26.8.
For N#CC1=C(N)Oc2ccccc2C12C(=O)Nc1n[nH]c(-c3ccccc3)c12 (stereo unspecified) the results were Artemis endo inh 1.0.
Screening COc1ccccc1NC(=O)c1nn(-c2cccc(C(F)(F)F)c2)ccc1=O returned Artemis endo inh -4.9.
For CC(C)Cc1nc(N2CCOCC2)c(C#N)c2c1CCC2 the results were Artemis endo inh 8.7.
COC(=O)c1c(C)[nH]c(C)c1-c1ccc(C)cc1 was read as Artemis endo inh -2.3.
`Cc1noc(NS(=O)(=O)c2ccc(NC(=O)c3ccc(Br)o3)cc2)c1C` gave Artemis endo inh -0.4.
Cc1sc2nc(CN(Cc3cccs3)C(=O)NC3CCCCC3)[nH]c(=O)c2c1C was read as Artemis endo inh 24.4.
CCOC(=O)CC1C(=O)NCCN1C(=O)COc1ccc(Br)cc1C (stereo unspecified) was read as Artemis endo inh 1.6.
Screening O=c1[nH]c(Cc2ccccc2)nc2scc(-c3ccccc3)c12 returned Artemis endo inh 5.1.
CCCC[n+]1ccn(C2=C([O-])c3ccccc3C(=O)/C2=N\S(=O)(=O)c2ccccc2)c1 was read as Artemis endo inh 17.6.
For Cc1ccc(-c2cc3nc(-c4ccccc4)cc(N4CCC5(CC4)OCCO5)n3n2)cc1 the results were Artemis endo inh -2.5.
CC(C)CC(/C(O)=C(\C#N)c1nc2ccccc2[nH]1)N1C(=O)c2ccccc2C1=O (stereo unspecified) was read as Artemis endo inh 0.1.
For Clc1ccc(-c2nnc(SCc3cn4ccsc4n3)n2CC2CCCO2)cc1 (stereo unspecified) the results were Artemis endo inh -0.9.
`Cc1cc2cc(CN(Cc3cccs3)C(c3nnnn3C(C)(C)C)C(C)C)c3nnnn3c2cc1C` (stereo unspecified) gave Artemis endo inh 10.8.
Screening O=S(=O)(Nc1ccc2c(c1)OCCO2)c1cccc2nsnc12 returned Artemis endo inh 1.8.
Screening NC(=O)C1CCCN(C(=O)NC2CCCCC2)C1 (stereo unspecified) returned Artemis endo inh -7.5.
`CCCn1c(=N)n(CC(=O)C(C)(C)C)c2ccccc21` gave Artemis endo inh 6.8.
`COc1ccccc1Oc1nc(-c2ccccc2)cc(C)c1S(C)(=O)=O` gave Artemis endo inh 8.1.
`CCOc1ccc(N2C(=O)CC(Sc3nc(-c4cccs4)cc(C(F)(F)F)c3C#N)C2=O)cc1` (stereo unspecified) gave Artemis endo inh 5.5.
C=CCOC(=O)CSCC(NC(=O)OC(C)(C)C)C(=O)OCC (stereo unspecified) was read as Artemis endo inh -6.3.
Screening O=C(c1ccco1)N1CCN(c2ncnc3c2nnn3Cc2ccccc2Cl)CC1 returned Artemis endo inh -0.2.
For CCC1(CC)Cc2ccccc2-c2nc(-c3ccccc3)oc(=O)c21 the results were Artemis endo inh 6.9.
For Cn1c(N/N=C/c2ccccc2)nc2sc3c(c2c1=O)CCC3 the results were Artemis endo inh 15.2.
For COC(=O)c1cc(OC)c(OC)cc1NC(=O)c1ccc(OC)cc1 the results were Artemis endo inh -2.1.
`CCOc1cc(/C=N/O)cc(Cl)c1OC` gave Artemis endo inh -10.5.
`COc1ccc2oc(C(=O)c3ccccc3)c(NC(=O)CN3CCN(C)CC3)c2c1` gave Artemis endo inh -3.2.
Screening O=C(Nc1ccccc1)O/N=C/c1ccncc1 returned Artemis endo inh -3.6.
O=C(NCC1CCCO1)c1ccc(CS(=O)(=O)Cc2ccc(F)cc2)o1 (stereo unspecified) was read as Artemis endo inh -0.7.
Screening CCN1CCN(C(c2ccc(OC)c(OC)c2)c2nnnn2C(C)(C)C)CC1 (stereo unspecified) returned Artemis endo inh -3.2.
For Cc1ccc(SCc2nnc(N)s2)cc1 the results were Artemis endo inh -4.1.

The last 4 records of the part before lead into the next:
Screening O=C(Nc1ccccc1)O/N=C/c1ccncc1 returned Artemis endo inh -3.6.
O=C(NCC1CCCO1)c1ccc(CS(=O)(=O)Cc2ccc(F)cc2)o1 (stereo unspecified) was read as Artemis endo inh -0.7.
Screening CCN1CCN(C(c2ccc(OC)c(OC)c2)c2nnnn2C(C)(C)C)CC1 (stereo unspecified) returned Artemis endo inh -3.2.
For Cc1ccc(SCc2nnc(N)s2)cc1 the results were Artemis endo inh -4.1.
Cn1c(-c2ccc(F)cc2)cnc1SCC(=O)Nc1ccccc1N1CCOCC1 was read as Artemis endo inh 2.3.
COCCn1nnnc1C(C(C)C)N(Cc1ccccc1)Cc1cc2cc(OC)ccc2[nH]c1=O (stereo unspecified) was read as Artemis endo inh 8.0.
`N#CCCN(C(=O)CSc1nc(-c2ccccc2)cn1N)c1ccc(F)cc1` gave Artemis endo inh 2.5.
`O=C(CSc1nnc(Cc2ccccc2)o1)Nc1ccc2c(c1)OCO2` gave Artemis endo inh -1.7.
COc1ccc2c(c1)c(CC(=O)Nc1ccc(C)cc1)c(C)n2C(=O)c1ccc(Cl)cc1 was read as Artemis endo inh 0.5.
Screening COc1ccc(N2CCN(c3nc(NC(C)(C)C)nc(N4CCCCC4)n3)CC2)cc1 returned Artemis endo inh -6.3.
CS(=O)(=O)Nc1ccc(C(=O)NCC2CCCO2)cc1 (stereo unspecified) was read as Artemis endo inh -0.5.
For COc1ccc(C(=O)Nc2cc3c(cc2Cl)OCCCO3)cc1 the results were Artemis endo inh 0.6.
Screening O=C(CN1CCOCC1)Nc1c2c(nc3ccccc13)N(Cc1ccccc1)CC2 returned Artemis endo inh 0.7.
`O=C(NCc1ccco1)c1cc(S(=O)(=O)N2CCOCC2)c(Cl)cc1Cl` gave Artemis endo inh 2.3.
For N#Cc1cc(-c2ccccc2)nnc1Oc1ccccc1 the results were Artemis endo inh -10.7.
Screening CN(C)CCCNC1CS(=O)(=O)CC1O (stereo unspecified) returned Artemis endo inh -0.4.

Entries above that have a COOH group, in the order listed:
O=C(O)c1cccc2[nH]c(C(F)(F)F)nc12 was read as Artemis endo inh -1.2.
For O=C(Cc1c(C(=O)O)[nH]c2ccccc12)NCCN1CCN(c2cccc(Cl)c2)CC1 the results were Artemis endo inh 4.7.

Continued.
`O=C(O)CC(NS(=O)(=O)c1cccc2nsnc12)c1ccc(F)cc1` (stereo unspecified) gave Artemis endo inh 9.6.
Screening Cc1cc(=O)n(C)c(=O)n1CCCCCN1CCCC1 returned Artemis endo inh -2.7.
Screening CCN(CC)C(=O)CSc1ncnc2c(-c3cccs3)nsc12 returned Artemis endo inh 23.6.
`COc1ccc(NC(=O)C(C)Sc2ccccc2)cc1` (stereo unspecified) gave Artemis endo inh 1.6.
O=C1C2C(C(=O)N1CC1CCCO1)C1C=CC2C12CC2 (stereo unspecified) was read as Artemis endo inh 1.4.
COc1ccccc1NC(=O)c1oc2ccc(C)cc2c1C was read as Artemis endo inh -0.8.
Screening Cc1[nH]cnc1CSCCN returned Artemis endo inh -4.2.
CC1(C)Cc2nc3sc4c(=O)[nH]cnc4c3cc2CS1 was read as Artemis endo inh 6.6.
Screening Cc1cc(OC(=O)c2cccs2)ccc1C(C)C returned Artemis endo inh -1.8.
Screening Cc1nnc(SCC(=O)Nc2ncc3c(n2)CCCC3=O)s1 returned Artemis endo inh -8.0.
Screening CC12CCC(C(=O)N(NC(=O)c3cc(Cl)ccc3O)C1=O)C2(C)C (stereo unspecified) returned Artemis endo inh -2.6.
For COc1cc(NC(C)C(=O)N2CC(C)OC(C)C2)cc(OC)c1 (stereo unspecified) the results were Artemis endo inh 5.4.
